# aGlu spleen mod: inhibitors or activators of human alpha-glucosidase in spleen homogenate. human spleen homogenate, 4-MU-alpha-glucoside fluorescence. Potency, µM (doses to about 79.9 µM), for inactives: top-dose activity change, negative = inhibition, hits mostly inhibitors. 240,000 compounds, 0.006% hits. AID 2112;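 also: 0% = enzyme with vehicle and -100% = no enzyme basal signal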
#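 Human spleen homogenate (1 ug) with 4-methylumbelliferyl-alpha-D-glucopyranoside (1 mM final) in 50 mM citrate/phosphate pH 5.0, 0.01% Tween-20; 40 min at 37 C. Stopped at pH 10; 4-MU fluorescence Ex 365/Em 440 nm; AC50 by Hill fit.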
# GLA spleen mod: alpha-galactosidase A (human) modulation. human spleen homogenate, 4MU-alpha-Gal fluorescence, 40 min. Potency, µM (series often up to 80 µM), inactives show top-dose activity change, negative = inhibition, usual class: inhibitors. 240,000 compounds, 0.008% hits;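 also: 0% = enzyme with vehicle and -100% = no enzyme basal signal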
# Target sequence (P06280 32-429 limits assumed): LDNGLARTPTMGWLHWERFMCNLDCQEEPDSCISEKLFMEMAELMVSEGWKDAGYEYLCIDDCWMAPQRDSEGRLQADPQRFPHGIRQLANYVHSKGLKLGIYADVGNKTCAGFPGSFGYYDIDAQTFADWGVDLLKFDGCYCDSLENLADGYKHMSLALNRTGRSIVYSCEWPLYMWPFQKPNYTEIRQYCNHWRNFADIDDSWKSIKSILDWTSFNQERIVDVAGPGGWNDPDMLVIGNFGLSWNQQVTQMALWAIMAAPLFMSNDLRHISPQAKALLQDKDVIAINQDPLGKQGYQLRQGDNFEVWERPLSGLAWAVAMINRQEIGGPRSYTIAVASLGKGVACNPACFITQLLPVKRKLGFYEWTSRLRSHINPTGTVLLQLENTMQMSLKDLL
#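 qHTS titration in buffer at pH 5.0. Alpha-galactosidase activity in spleen homogenate was measured via 4-methylumbelliferone release from 1 mM fluorogenic substrate after 40 min at 37C and a pH 10 stop. AC50 came from Hill fits of control-normalized data.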
# GAA glycogen: inhibitors or activators of human alpha-glucosidase glycogen cleavage. P10253. recombinant GAA, glycogen substrate, Amplex Red glucose oxidase fluorescence. 300,000 compounds, 0.38% hits. Potency, µM (series often up to 76.4 µM), without a hit: top-dose activity change, negative = inhibition, usual class: inhibitors;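 also: 0% = full enzyme reaction and -100% = no-enzyme basal signal; the screen sought inhibitors and activators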
#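 Recombinant human enzyme (4 nM); glycogen substrate; 37 C, 40 min, pH 5.0. Readout: coupled glucose oxidase/Amplex Red fluorescence.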
# Tau fibril FP: inhibitors of human tau fibril formation; 280,000 compounds, 0.39% hits; P10636; Potency, µM (titrated, usually from 57.7 µM), for inactives: at the top dose activity, negative = inhibition, usual class: inhibitors; K18 P301L tau heparin fibrillization, Alexa594 FP, 6 h; also: % is scaled to controls: 0 for no effect and ±100 for the full control effect; nearly all actives have a fitted effect of over 55% in size
# Target sequence (P10636 561-689 P618L limits assumed): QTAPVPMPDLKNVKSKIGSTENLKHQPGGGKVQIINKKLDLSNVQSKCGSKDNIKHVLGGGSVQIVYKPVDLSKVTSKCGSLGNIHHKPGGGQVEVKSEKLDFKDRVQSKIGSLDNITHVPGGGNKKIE
#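 Compound effects on tau fibrillization are measured by Alexa 594 fluorescence polarization (ex 555, em 632 nm). K18 P301L tau is used at 15 uM with 0.24 uM labeled tracer, and 20 uM heparin induces aggregation over 6 hr at 37 C.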
# Tau fluor cs: counter-screen for tau fibril formation inhibitors; tau K18 P301L Alexa594 fluorescence, heparin fibrillization; 280,000 compounds, 0.93% hits; Potency, µM (top dose mostly 57.7 µM), for the others: top-dose activity change, negative = decrease; also: % is scaled to controls: 0 for no effect and ±100 for the full control effect; nearly all actives have a fitted effect of over 55% in size
#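 Human K18 P301L tau (15 uM unlabeled plus 0.24 uM Alexa 594-labeled, final) in 100 mM sodium acetate pH 7 was mixed with compound and 20 uM heparin and incubated 6 hr at 37 C.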
# GAA inhib: alpha-glucosidase (human) inhibition. purified human GAA, 4-MU-alpha-glucoside fluorescence. Potency, µM (doses to about 76.9 µM), inactives show at the top dose activity change, negative = inhibition, most hits filed as inhibitors. 200,000 compounds, 0.005% hits. AID 1466;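 also: plate controls were uninhibited enzyme wells for no effect and no-enzyme background for full effect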
#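 Read-out is 4-methylumbelliferone fluorescence (Ex 365/Em 440 nm) after NaOH/glycine stop at pH 10. Enzyme 4 nM, substrate 400 uM, pH 5.0 citrate buffer, 20 min room temperature; AC50 from Hill-equation concentration-response.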
# Tau fibril ThT: tau fibrillization inhibition (ThT binding) | P10636 | recombinant tau K18 P301L (four-repeat tau fragment), heparin-induced fibrillization, ThT fluorescence | Potency, µM (series often up to 57.4 µM), for inactives: top-dose activity, negative = inhibition, hits mostly inhibitors | 270,000 compounds, 2.1% hits; also: % is scaled to controls: 0 for no effect and ±100 for the full control effect; nearly all actives have a fitted effect of over 55% in size
#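 K18 P301L tau (15 uM + 0.24 uM Alexa 594-tagged), heparin 20 uM, NaOAc pH 7, 6 h 37 C; ThT 30 uM, 1 h RT, ex 450/em 510 nm.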
# HTT cytoprotect: Huntington cell model cytoprotection by ATP luminescence | Potency, µM (series often up to 56.4 µM), for the others: cytoprotection (ATP increase), hits mostly activators | 230,000 compounds, 0.14% hits | PC12 HTT-Q103 induced, cytoprotection, ATP luminescence, 40 h;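 also: % of control where 0% means no effect; nearly all actives have a fitted effect of over 45% in size; toxic huntingtin expression switched on by the ecdysone agonist tebufenozide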
#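 Huntington model: PC12 line, ecdysone-inducible HTTQ103 exon1–GFP, tebufenozide 100 nM. Test articles in a dose series. Endpoint luminescence from cellular ATP.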
# Starred values were filed as active, the others as inactive; ? = inconclusive; · = no result given; & = joins results of further samples; [ ] = dose if it differs, or a comment. Calls follow the shape of the dose curve; as a rule, active = well fitted curve in the direction sought with a large enough effect; inconclusive = small, poorly fitted or top-dose-only effect, or another doubt; inactive = no such curve, though single readings can be large; an effect the other way counts as inactive or inconclusive. Potency is read from the fitted curve at half-maximal effect.
Molecule	GAA glycogen	HTT cytoprotect	GAA inhib	GLA spleen mod	aGlu spleen mod	Tau fibril FP	Tau fibril ThT	Tau fluor cs
O=C(NCCc1ccccc1)C(c1cccs1)N(C(=O)CCl)c1ccc(Cl)cc1 (stereo unspecified)	-7%	-17%[10 µM]	-1%	4%	-6%	?	?	-1%
N[C@@H](CO)c1nnc([C@H](CCC(=O)O)NC(=O)C2CCNCC2)o1	15%	-8%[10 µM]	·	1%	3%	1%	-2%	-2%
CC1CCCCN1S(=O)(=O)c1ccc(S(=O)(=O)N2CCN(c3ccc(F)cc3)CC2)cc1 (stereo unspecified)	-7%	-25%[10 µM]	13%	3%	-14%	6%	-8%	-16%
Cc1ccc(NC(=O)c2cc(N3C(=O)C=CC3=O)ccc2N2CCOCC2)cc1Cl	0%	·	6%	-3%	-6%	?	1%	1%
Cc1ccc(-c2nnc(SCC(=O)NC3CC3)n2N)cc1	-3%	7%[10 µM]	·	-1%	1%	8%	7%	8%
COc1ccc(NC(=S)Nc2ccc(C)c(Cl)c2)cc1OC	-22%	6%	0%	-8%	1%	0%	-8%	?
Cc1cc(C)n(C(=O)c2ccc(C)o2)n1	-1%	-16%	-12%	-5%	-4%	1%	-3%	-3%
CCN(CC)S(=O)(=O)c1cc(NC(=O)CCNC(=O)c2ccccc2Cl)ccc1C	3%	-13%[10 µM]	3%	-6%	-6%	-2%	1%	-3%
CSc1nc2sc3c(c2c(=O)n1C)CCC(C)C3 (stereo unspecified)	-4%	-31%	6%	4%	-8%	3%	?	-10%
CC1(C)CC(O)C(C(O)c2cccc([N+](=O)[O-])c2)C(C)(C)N1 (stereo unspecified)	13%	-13%[10 µM]	7%	-5%	-8%	3%	-4%	-5%
CCOc1cc(/C=N/NC(=O)c2cc(C3CC3)[nH]n2)ccc1O	?	-50%	-5%	2%	-4%	1%	?	-15%
COc1ccc(Cn2c(C)nnc2-c2cnn(C)c2N)cc1OC	3%	-20%[10 µM]	2%	-8%	-4%	4%	-4%	-3%
Cc1cccc(OCCCOc2cccc3cccnc23)c1C	3%	-15%	?	-2%	-7%	2%	?	-9%
O=c1cc(-c2ccccc2)c2ccc3c(c2o1)CN(Cc1ccccc1)CO3	-1%[76.3 µM]	·	·	·	·	-3%	?	-16%
COc1cc(NC(=O)Cn2c(-c3cncs3)nc3ccccc32)cc(OC)c1OC	-9%	-1%	1%	9%	3%	-2%	-1%	-1%
CSc1nc(NCCOCCO)c2sc3nc(-c4ccco4)c4c(c3c2n1)CCC4	-1%	-10%	1%	1%	-1%	-8%	?	-8%
O=C(NC1CCN(Cc2ccccc2)CC1)C1COc2ccccc2O1 (stereo unspecified)	8%	8%[10 µM]	-4%	3%	-4%	?	-13%	-15%
CCO/C=C1\C(=O)N(c2ccc(OCC)cc2)C(=O)c2ccccc21	-15%	-49%[inhibitor]	13%	5%	0%	1%	-10%	-10%
Cc1cc(NS(=O)(=O)N(C)C)ccc1C(C)C	-9%	6%	-7%	-9%	-2%	1%	-8%	-5%
CCO[C@@H]1OC(C(=O)N2CCN(Cc3ccccc3)CC2)=C[C@H](c2ccc(Br)cc2)[C@H]1CCCO	8%	8%[10 µM]	·	9%	-6%	3%	-17%	2%
COc1cccc(C2C(C(=O)Nc3ccccc3OC)=C(C)Nc3nc(-c4ccco4)nn32)c1 (stereo unspecified)	-14%[76.3 µM]	·	·	·	·	-3%	-13%	?
C=Cn1c(C(=O)O)ccc1-c1ccc(OC)cc1	-13%	3%[10 µM]	3%	-7%	5%	-5%	-3%	10%[2.34 µM]
CCOc1ccc(NC(=O)CC2C(=O)N(c3cccc(C)c3)C(=O)N2CCC2=CCCCC2)cc1 (stereo unspecified)	-15%[76.3 µM]	·	·	·	·	-15%	-13%	?
CCOC(=O)NNC(=O)C1CCC(C)CC1 (stereo unspecified)	5%	-40%[inhibitor]	3%	2%	-8%	-12%&-8%	-13%&-8%	-8%&-11%
O=C(Cn1ncc2c3ccccc3n(Cc3ccc(Cl)cc3)c2c1=O)NCCCc1ccccc1	14%[76.3 µM]	·	·	·	·	-7%	-2%	-8%
Cc1ccc(NS(=O)(=O)c2ccccc2Cl)c2c1CC(C)(C)O2	-6%	-13%	-2%	0%	-8%	-3%	-17%	-18%
CCN(CC)CCNc1ncnc2c1sc1nc(N3CCOCC3)c3c(c12)CC(C)(C)SC3	12%	-101%[inhibitor]	-5%	-1%	-1%	3%	-12%	-13%
CC(C)Cn1c(-c2ccc(Br)o2)n[nH]c1=S	?	·	-8%	7%	2%	0%	-18%	-7%
CCCN(CCC)C(=S)NC1CC2C=CC1C2 (stereo unspecified)	0%	8%[10 µM]	·	9%	0%	-3%	·	-12%
Cn1cc(C(=O)c2ccc(Cl)cc2Cl)cc1C(=O)N/N=C(\N)COc1ccccc1	3%	-25%	-9%	2%	-1%	-1%	-13%	-15%
O=C(Nc1ccc(-c2nc3cccnc3s2)cc1)c1ccco1	-2%	-28%[10 µM]	5%	13%	-2%	-6%	?	-12%
Cc1c(NC(=O)CCCOc2ccccc2)cccc1[N+](=O)[O-]	7%	-15%	-10%	6%	-5%	-6%	8%	-1%
CCN(CC)S(=O)(=O)N1CCC(C(=O)NC2CCCC2)CC1	11%	-3%	?	-2%	2%	-5%	1%	1%
CCn1cc(S(=O)(=O)CC(=O)Nc2cccc(C)c2)c2ccccc21	3%	33%[10 µM]	·	3%	-2%	-3%	-5%	-6%
Cc1nc(CNS(=O)(=O)c2ccccc2F)cs1	-5%	6%	1%	4%	-1%	-1%	-6%	-10%
CCN(CC)S(=O)(=O)c1cccc(NC(=O)COC(=O)CNC(=O)c2cccc(F)c2)c1	0%	6%[10 µM]	·	10%	5%	-14%	·	?
CC(=O)Nc1cc(NC(C)=O)c2nc(N)sc2c1	5%	12%	-23%	-1%	-3%	-5%	-3%	-9%
CCN1CCN(c2c(S(=O)(=O)c3ccc(C)c(C)c3)cnc3ccc(F)cc23)CC1	2%&8%[76.3 µM]	·	·	·	·	-4%	-10%	-15%
CCCN1C2CCCC1CC(NC(=O)c1cc(OC)c(OC)c(OC)c1)C2 (stereo unspecified)	3%	-10%	4%	9%	2%	-12%	-11%	-8%
Cc1c(N2C(=O)CS/C2=N\N=C\c2ccc(Cl)cc2)c(=O)n(-c2ccccc2)n1C	4%	16%	-7%	-3%	2%	1%	-11%	-4%
S=c1[nH]nc(-c2cccnc2)n1C1CCCCC1	4%	11%[10 µM]	4%	-22%	-13%	-4%	-12%	-15%
Cc1cc(C)nc(NC(N)=S)n1	1%	10%[10 µM]	·	-11%	-10%	-8%	-8%	-14%
C[C@]1(c2ccccc2)OC(C(=O)O)=CC1=O	·	-2%	·	18%	5%	0%	-6%	-8%
Cc1ccc2cc(CN(CC3CCCO3)C(=S)Nc3ccccc3)c(=O)[nH]c2c1C (stereo unspecified)	8%	-25%[10 µM]	-13%	-1%	-1%	-3%	1%	-12%
Cc1cccc(C)c1Oc1nc(-c2ccccc2)ncc1S(=O)(=O)c1ccccc1	-4%	16%[10 µM]	-3%	1%	-2%	-9%	-5%	-11%
Fc1ccc(NC(=S)Nc2cccnc2)cc1Cl	-21%	-7%[10 µM]	6%	11%	7%	?	-4%	?
CCCCC(=O)OCC(=O)Nc1ccc(SC(F)F)cc1	-3%	7%[10 µM]	?	6%	-9%	1%	2%	-9%
CCOc1cc(S(=O)(=O)n2ccnc2)ccc1Cl	5%	-26%	-21%	-6%	-1%	0%	2%	5%
Cc1noc(C)c1C(=O)NCc1ccccc1Br	30%	-3%	7%	-7%	-1%	1%	-3%	-2%
Cc1c(NC(=O)CCC2CCCCC2)cc(C(=O)N2CCOCC2)cc1[N+](=O)[O-]	2%	-36%	-1%	1%	·	-2%	-8%	-14%
O=c1[nH]c(C2CCCN(S(=O)(=O)c3ccc(F)cc3)C2)nc2c1nnn2Cc1ccccc1 (stereo unspecified)	1%	-33%	-16%	-5%	-8%	-15%	-8%	-11%
COC(=O)C(C)Sc1nc2c(c(=O)[nH]c(=O)n2C)n1CCC(C)C (stereo unspecified)	1%	-16%[10 µM]	1%	9%	-1%	14%	-4%	4%
Cc1c(C(=O)OCCN2CCCCC2)oc2ccccc12	-12%	-5%	-6%	4%	6%	-5%	13%	5%
Oc1[nH]c2ccc(Br)cc2c1N=Nc1ccc(C(F)(F)F)cn1	4%	-16%[10 µM]	5%	-4%	-1%	3%	9%	3%
COc1cc(/C=C(\C#N)c2nc3ccccc3[nH]2)cc(Br)c1OCc1ccccc1	3%	·	-8%	-6%	-2%	?	?	13µM*[quencher]
COc1ccccc1CN1CC(C(=O)NCc2cccnc2)CC1=O (stereo unspecified)	3%	3%[10 µM]	-5%	-3%	-6%	3%	1%	4%

# Some of the entries so far, field by field:
structure: CCOc1cc(S(=O)(=O)n2ccnc2)ccc1Cl
  GAA glycogen: 5%; HTT cytoprotect: -26%; GAA inhib: -21%; GLA spleen mod: -6%; aGlu spleen mod: -1%; Tau fibril FP: 0%; Tau fibril ThT: 2%; Tau fluor cs: 5%
structure: CCCCC(=O)OCC(=O)Nc1ccc(SC(F)F)cc1
  GAA glycogen: -3%; HTT cytoprotect: 7%[10 µM]; GAA inhib: ?; GLA spleen mod: 6%; aGlu spleen mod: -9%; Tau fibril FP: 1%; Tau fibril ThT: 2%; Tau fluor cs: -9%

# Whole records, looked up by structure.
# CCCN1C2CCCC1CC(NC(=O)c1cc(OC)c(OC)c(OC)c1)C2 (stereo unspecified) as listed: GAA glycogen: 3%; HTT cytoprotect: -10%; GAA inhib: 4%; GLA spleen mod: 9%; aGlu spleen mod: 2%; Tau fibril FP: -12%; Tau fibril ThT: -11%; Tau fluor cs: -8%
# Oc1[nH]c2ccc(Br)cc2c1N=Nc1ccc(C(F)(F)F)cn1 as listed: GAA glycogen: 4%; HTT cytoprotect: -16%[10 µM]; GAA inhib: 5%; GLA spleen mod: -4%; aGlu spleen mod: -1%; Tau fibril FP: 3%; Tau fibril ThT: 9%; Tau fluor cs: 3%
